Source: PubChem BioAssay (Johns Hopkins Ion Channel Center)
KCNQ2 block: KCNQ2 channel blockers in CHO-K1 cells – cell-based, FluxOR thallium flux, B-score, primary screen (AID 2156); B-score at 10 µM; O88943; 1.1% of 310,000 active; 20 min; hits give low values;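 active = fluorescence ratio B-score at most minus 3 library SDs, with starting brightness B-score within 2 library SDs, cut at about -5.5 in these data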
CHT block: inhibits the human high affinity choline transporter; Q9GZV3; CHT-expressing cells, membrane potential dye, choline response; hits give low values; B-score at 10 µM; 0.86% of 310,000 active;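 active = B-score over 3 SD under the library average, and starting fluorescence ratio not unusually high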;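 note: choline stimulus applied at its EC90 after an EC20 pre-addition; B-score computed on integrated fluorescence ratio after choline addition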
Target sequence (Q9GZV3 whole entry, looked up): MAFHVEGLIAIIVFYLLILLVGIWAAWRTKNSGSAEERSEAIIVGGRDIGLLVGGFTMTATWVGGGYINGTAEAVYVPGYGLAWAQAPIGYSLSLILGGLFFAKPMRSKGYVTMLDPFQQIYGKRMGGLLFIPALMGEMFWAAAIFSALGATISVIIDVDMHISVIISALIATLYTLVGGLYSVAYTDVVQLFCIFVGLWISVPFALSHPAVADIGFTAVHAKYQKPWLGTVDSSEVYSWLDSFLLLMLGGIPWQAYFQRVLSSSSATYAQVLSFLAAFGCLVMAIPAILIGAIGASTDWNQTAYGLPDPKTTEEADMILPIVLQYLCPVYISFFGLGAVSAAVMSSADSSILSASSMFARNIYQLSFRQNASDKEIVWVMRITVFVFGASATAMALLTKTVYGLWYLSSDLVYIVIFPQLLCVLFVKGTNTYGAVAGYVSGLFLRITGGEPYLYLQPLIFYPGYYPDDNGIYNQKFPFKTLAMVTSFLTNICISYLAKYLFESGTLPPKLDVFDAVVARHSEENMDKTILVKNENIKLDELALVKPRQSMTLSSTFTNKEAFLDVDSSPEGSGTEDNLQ
Calls only; i = inactive; . = no result given. Compounds were not picked by outcome; about 1.9% have a hit in one of these screens.

smiles	KCNQ2 block	CHT block
O=C(NCCc1ccccc1F)C1CCCN1S(=O)(=O)c1ccccc1 (configuration not stated)	i	i
CC(C)NS(=O)(=O)c1ccc(NC(=O)C(C)Oc2ccc(C(=O)c3ccccc3)cc2)cc1 (configuration not stated)	i	i
COc1ccccc1N1CCN(c2ccc(-c3ccccc3)nn2)CC1	i	i
Cc1ccccc1C1C2=C(Nc3[nH]n(-c4ccccc4)c(=O)c31)c1ccccc1C2=O (configuration not stated)	.	i
COc1ccc(C2c3c(oc4ccccc4c3=O)C(=O)N2CCN2CCOCC2)cc1OC (configuration not stated)	i	i
O=C(C1CCN(S(=O)(=O)c2ccc(Br)s2)CC1)N1CCCCC1	i	i
Cc1c(Cl)cnn1CC(=O)NC1C(=O)N2C(C(=O)O)=C(CSc3nnnn3C)CSC12 (configuration not stated)	i	i
O=C(NCCCN1CCOCC1)C(=O)N/N=C/c1c(Cl)cccc1Cl	i	i
COC(=O)c1c(SCC(=O)NC2CCCCC2)[nH]c2ccccc2c1=O	i	i
Cc1ccc(C(=O)COC(=O)c2cnccn2)cc1	i	i
O=C(CN1C(=O)NC2(CCCCC2)C1=O)NCc1ccc2c(c1)OCO2	i	i
COc1ccc(-n2nnnc2-c2cnc(N3CCCC3)nc2C(F)(F)F)cc1	i	i
O=C(CN1CCCCC1)N1c2ccccc2CCc2ccccc21	i	i
Cc1cc(N2CCN(C)CC2)nc2ccc(NC(=S)N3CCN(c4cccc(Cl)c4)CC3)cc12	i	i
CCOC(=O)c1ccc(N/C=C/C(=O)c2ccc(OC)cc2)cc1	i	i
COc1ccc(OC)c(Nc2nc(N(C)c3ccccc3)nc(N)c2[N+](=O)[O-])c1	i	i
CCN1CCN(CCCNC(=O)C2CCN(c3nnc(-n4c(C)ccc4C)s3)CC2)CC1	i	i
COCCCNC(=O)COc1ccc(Br)cc1Cl	i	i
CC(=O)N[C@H]1C[C@@H]1c1ccccc1	i	i
Cc1ccc(N2C(=O)CSC2c2ccc3c(c2)OCO3)cc1 (configuration not stated)	i	i

Continued, overlapping the part above by 7 compounds.
smiles	KCNQ2 block	CHT block
Cc1cc(N2CCN(C)CC2)nc2ccc(NC(=S)N3CCN(c4cccc(Cl)c4)CC3)cc12	i	i
CCOC(=O)c1ccc(N/C=C/C(=O)c2ccc(OC)cc2)cc1	i	i
COc1ccc(OC)c(Nc2nc(N(C)c3ccccc3)nc(N)c2[N+](=O)[O-])c1	i	i
CCN1CCN(CCCNC(=O)C2CCN(c3nnc(-n4c(C)ccc4C)s3)CC2)CC1	i	i
COCCCNC(=O)COc1ccc(Br)cc1Cl	i	i
CC(=O)N[C@H]1C[C@@H]1c1ccccc1	i	i
Cc1ccc(N2C(=O)CSC2c2ccc3c(c2)OCO3)cc1 (configuration not stated)	i	i
O=C(O)c1ccc(N2CC3CC(C2)c2cccc(=O)n2C3)c(NS(=O)(=O)c2cccc(C(F)(F)F)c2)c1 (configuration not stated)	i	i
CCCC(=O)Nc1ccc(C(=O)NNC(=O)c2cccs2)cc1	i	i
COc1ccccc1OCCC(=O)OCC(=O)Nc1ccc(Br)cc1F	i	i
CC(=O)Nc1ccc(OCC(=O)NC(C)c2ccc(F)cc2)cc1 (configuration not stated)	i	i
O=C(O)C1OC(C(=O)O)C2C1C(F)(F)C2(F)F (configuration not stated)	i	i
COC(=O)CSc1nccc(-c2ccc(F)cc2)c1C#N	i	i
Cc1ccc(-c2cc(-c3nnc(SCC(=O)NC(C)C(C)C)n3N)c3ccccc3n2)cc1 (configuration not stated)	i	i
CCc1ccc(NC(=O)CS(=O)CC(=O)Nc2ccc(N3CCOCC3)cc2)cc1 (configuration not stated)	i	i
CC(=O)N1CCc2c(sc(NC(=O)CCS(=O)(=O)c3ccccc3)c2C(N)=O)C1	i	i
O=C1CC(N2CCC(C(=O)N3CCCCC3)CC2)C(=O)N1 (configuration not stated)	i	i
CN(C(=O)COC(=O)C1CCN(S(=O)(=O)c2c(Cl)cccc2Cl)CC1)C1CCS(=O)(=O)C1 (configuration not stated)	i	i
CN(C)c1ccc(NC(=O)CN2C(=O)c3ccccc3C2=O)cc1	i	i
NC(=O)C1(N2CCCCC2)CCN(Cc2nc(-c3cccs3)no2)CC1	i	i
CN1CCCN(C(=O)c2cc(-c3cccc4ccccc34)nc3ccccc23)CC1	i	i
CC(C)CC(N)C(=O)OCc1ccc([N+](=O)[O-])cc1 (configuration not stated)	i	i
CC(=O)Nc1cc(C(=O)N2CCN(C)CC2)ccc1S(=O)(=O)c1ccc(C)cc1	i	i
O=C(NCc1ccncc1)C(=O)Nc1nccs1	i	i
O=C(CCN1CCN(c2ccccc2)CC1)Nc1cccc(Br)c1	i	i
CC(CNC(=O)Cn1ccc2cc(S(=O)(=O)N3CCCC3)ccc21)c1ccccc1 (configuration not stated)	i	i
CCOC(=O)c1sc(NC(=O)C2CC(=O)N(c3ccc(OCC)cc3)C2)nc1C (configuration not stated)	i	i
COc1ccc(Cn2c(=O)[nH]c3cc(C(=O)N4CCN(Cc5ccccc5)CC4)ccc3c2=O)cc1	i	i
CCOc1ccc(N(CC(=O)NCCSc2ccccn2)S(C)(=O)=O)cc1	i	i
CCCCOc1ccc(C(=O)N/C(=C\c2cccc([N+](=O)[O-])c2)C(=O)OCCC)cc1	i	i
Cc1cccn2c(=O)nc(SCC(=O)N3N=C(c4cccs4)CC3c3ccc(F)cc3)nc12 (configuration not stated)	i	.
CCNS(=O)(=O)c1ccc(CCC(N)=O)cc1	i	i
CCOC(=O)CC1C(=O)NCCN1Cc1cccc(C(F)(F)F)c1 (configuration not stated)	i	i
COc1cc(CNCc2cccc3ccccc23)cc(OC)c1	i	i
Clc1ccc(C2[C@H]3CN(CC4CCCCC4)[C@H](c4ccccc4)C34CC2(c2cccnc2)C4)cn1 (some centres not stated)	i	i
Cc1ccc2[nH]c(CNC(=O)C3CCCCC3)cc2c1	i	i
CC(C)n1c(-c2ccccc2F)n[nH]c1=S	i	i
Cc1nnsc1C(=O)Nc1ccc(S(=O)(=O)N2CCCC(C)C2)cc1 (configuration not stated)	i	i
COc1ccc(C(C#N)C2(C)OCCO2)cc1OC (configuration not stated)	i	i
CCCCSCCCNC(=O)c1ccc2c(c1)N(CC)C(=O)c1ccccc1S2=O (configuration not stated)	i	i
CSc1nc(Sc2cccc(Cl)c2)c2ccccc2n1	i	i
COc1ccc(C(=O)C2CCCN(Cc3ccc(C#CCCO)cc3)C2)c(OC)c1 (configuration not stated)	i	i
Nc1ccccc1SCc1cn2cccnc2n1	i	i
O=C(NCCCn1ccnc1)C(Cc1ccccc1)N1C(=O)c2ccccc2C1=O (configuration not stated)	i	i
CCOC(=O)c1cnc(-c2ccccc2)nc1Oc1ccc(OC)cc1	i	i
Nc1nc(N2CCCCC2)nc(N2CCCCC2)n1	i	i
COc1cc(NC(=O)CN2C(=O)NC(c3ccccc3)(c3ccccc3)C2=O)cc(OC)c1	i	i

Continued:
Below each SMILES: KCNQ2 block, CHT block
- COc1ccc(Cc2nnc(NS(=O)(=O)c3ccc(NC(C)=O)cc3)s2)cc1
→ i, i
- Cc1c(C(=O)Nc2ccccc2)cn2c(nc3ccccc32)c1C#N
→ i, i
- CCN(c1ccccc1)c1cc2ccccc2c(=O)[nH]1
→ i, i
- COc1ccc(CN(CC(=O)NC2CCCC2)C(=O)CCC(=O)Nc2nc(C)cs2)cc1
→ i, i
- Cc1ccc(CN2CCC(C(=O)NCCC(C)C)CC2)o1
→ i, i
- CC1CN(C(=O)COC(=O)c2ccc(Cl)nc2)CC(C)O1 (configuration not stated)
→ i, i
- CC(C)CCNC(=O)C1CC(c2cccc([N+](=O)[O-])c2)=NO1 (configuration not stated)
→ i, i
- Cc1nn(-c2ccccc2)cc1/C=N/NC(=O)c1cccs1
→ i, i
- CSc1nc(N(C)C)nc(N(C)C#N)n1
→ i, i
- CN1CCN(Cc2nc(-c3cccs3)no2)CC1c1ccccc1 (configuration not stated)
→ i, i
- Cc1cnc(NC(=O)CSc2nnc3ncccn23)s1
→ i, i
- CN(C)S(=O)(=O)c1cccc(C(=O)Nc2ccccc2Cl)c1
→ i, i
- CC1=CC(=O)C(C(C)C)=C/C1=N/OC(=O)c1cccc([N+](=O)[O-])c1
→ i, i
- Cn1c(Cn2c(=O)sc3ccccc32)nnc1SCC(=O)N1CCCC1
→ i, i
- C=CCNC(=O)c1n[nH]c2c1CC(C(C)(C)CC)CC2 (configuration not stated)
→ ., i
- CCC(=O)N1CCc2cc(S(=O)(=O)N3CCc4ccccc4C3)ccc21
→ i, i
- COc1cc(/C=N\NC(=O)CNC(=O)C(c2ccccc2)c2ccccc2)ccc1O
→ i, i
- COc1ccc2cc(C(c3nnnn3C(C)(C)C)N3CCSCC3)c(=O)[nH]c2c1 (configuration not stated)
→ i, i
- CCc1ccccc1OCC(=O)OCC(=O)c1c(N)n(C)c(=O)n(C)c1=O
→ i, i
- COc1cccc(Cn2nc3c4cc(F)ccc4n(Cc4ccc(F)cc4)cc-3c2=O)c1
→ i, i
- COc1ccccc1-c1csc(NC(=O)c2ccc(N3C(=O)CCC3=O)cc2)n1
→ i, i
- O=C(COC(=O)c1ccc(-c2ccc([N+](=O)[O-])cc2)o1)NC(=O)NC1CCCCC1
→ i, i
- CC(Oc1ccc(Cl)cc1)C(=O)Nc1ccc(S(=O)(=O)Nc2nccs2)cc1 (configuration not stated)
→ i, i
- O=C(Cc1cccs1)N=Nc1c(O)[nH]c2ccc(Br)cc12
→ i, i
- COc1ccc(OC)c(/C=C2\SC(=S)N(Cc3cccnc3)C2=O)c1
→ i, i
- Clc1cccc(Cl)c1OCCCCN1CCCCC1
→ i, i
- O=C(Nc1nc2cc3c(cc2s1)OCCO3)c1ccco1
→ i, i
- O=C(CN1C(=O)NC2(CCCC2)C1=O)N1CCN(Cc2ccccc2)CC1
→ i, i
- CCCn1nnc(NC(=O)c2ccc3ccccc3c2)n1
→ i, i
- O=C(Nc1ccc2c(c1)OCCO2)C1CCN(C(=O)c2ccc(Cl)cc2)CC1
→ i, i

Record cards (already shown). Values in the order: KCNQ2 block	CHT block
Clc1cccc(Cl)c1OCCCCN1CCCCC1 as listed: i	i
CCC(=O)N1CCc2cc(S(=O)(=O)N3CCc4ccccc4C3)ccc21 as listed: i	i

(listing goes on)
Below each SMILES: KCNQ2 block, CHT block
- COc1cc([N+](=O)[O-])ccc1NC(=O)CN1CCc2cc(OC)c(OC)cc2C1
→ i, i
- CC(CCc1ccccc1)NC(=O)C(Cc1ccccc1)NC(N)=O (configuration not stated)
→ i, i
- S=C(c1cn(CCOc2cccc3ccccc23)c2ccccc12)N1CCCC1
→ i, i
- COc1ccc2c3n(nc2c1)CCN=C3c1ccc(Cl)cc1
→ ., i
- COc1ccc(C(=O)N2CCN(c3ccc(NC(=O)c4cccs4)cc3)CC2)cc1
→ i, i
- O=C(Cc1cccs1)NCc1cccc(Br)c1
→ i, i
- CCc1c(C)sc(NC(=S)N2CC(C)OC(C)C2)c1C(=O)OC (configuration not stated)
→ i, i
- CCOC(=O)c1ccc(NC(=O)CN2C(=O)NC3(CCCCCC3)C2=O)cc1
→ i, i
- O=c1ccc(Cl)n[nH]1
→ i, i
- FC(F)(F)c1cc(Oc2ccc(Cl)cc2)nc(-c2ccccn2)n1
→ i, i
- O=C(CSc1nnc(NC(=O)C2CC2)s1)Nc1ccccc1Cl
→ i, i
- CCC(=O)NCCNC(=O)c1c(SC)nsc1SC
→ i, i
- CC(C)C(OC(=O)c1ccccc1)c1nccc2ccccc12 (configuration not stated)
→ i, i
- O=C(c1cc([N+](=O)[O-])ccc1N1CCOCC1)N1CCCC1
→ i, i
- CCNC(=S)N1CCN(c2nc(CC)nc3sc4c(c23)CCCC4)CC1
→ i, i
- Cc1cc(OC(=O)c2c(F)cc(F)cc2F)nc(C)n1
→ i, i
- CC(=O)C1CCCN(C(=O)c2ccc3nc(Cc4cccc(Cl)c4)oc3c2)C1 (configuration not stated)
→ i, i
- O=S(=O)(Nc1cccc(-c2cn3ccsc3n2)c1)c1ccc(F)cc1
→ i, i
- Cn1c(CC(=O)NC(C)(C)CO)c(Sc2ccccc2)c2ccccc21
→ i, i
- Cn1cc(S(=O)(=O)N2CCOCC2)cc1C(=O)NCc1ccccc1Cl
→ i, i
- NS(=O)(=O)c1cccc(NC(=O)c2cc3ccccc3o2)c1
→ i, i
- CCOC(=O)C1CCN(C(=O)COc2cccc3ccccc23)CC1
→ i, i
- CC(C)CCNc1nc2c(c(=O)n(Cc3cccc(F)c3)c(=O)n2C)n1C
→ i, i
- CN(C)C(=O)COc1ncnc2scc(-c3ccc(F)cc3)c12
→ i, i
- O=C1CCCN1C(=O)COc1ccccc1[N+](=O)[O-]
→ i, i
- COc1cc(S(C)=O)ccc1-c1nc2ncccc2[nH]1 (configuration not stated)
→ ., i
- COc1ccccc1-c1ccc(NC2CCCCC2)nn1
→ i, i
- CC(C)CC(=O)c1c[nH]c(C(=O)NCCCn2ccnc2)c1
→ i, i
- CC(C)N(C(=O)CSc1nnc(CNc2ccc(F)cc2)o1)C(C)C
→ i, i
- Clc1ccc(-c2nc3cc(CN4CCCCC4)ccc3o2)cc1
→ i, i
- CCCC(=O)Nc1nn(CC)c2nc3ccc(C)cc3cc12
→ i, i
- O=c1oc(-c2ccccc2NS(=O)(=O)c2ccc3ccccc3c2)nc2ccccc12
→ i, i
- O=[N+]([O-])c1cccc(S(=O)(=O)c2ccc(NCCO)c([N+](=O)[O-])c2)c1
→ i, i
- O=C(Nc1nnc(Cc2ccccc2)s1)C1CCC1
→ i, i
- Cc1cc2ccccc2c(=O)n1CC(=O)NCCC1=CCCCC1
→ i, i
- O=C(COC(=O)c1ccc(Cl)nc1)Nc1ccc(S(=O)(=O)N2CCCC2)cc1
→ i, i
- CNC(=O)[C@@H]1C[C@H]1[C@@H](NC(=O)CNC(=O)OCc1ccccc1)c1ccccc1
→ i, i
